High-throughput results as filed in PubChem BioAssay.
LGR2 inh: blocks bursicon-induced cAMP signaling via Drosophila LGR2; HEK293 LGR2, CRE-luciferase, bursicon-stimulated, 4 h; inhibition, % at 9.99 µM; actives 0.35% (n = 380,000);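 active = drop in luminescence signal, shown as inhibition above about 50% in the replicate tests, limit read from the data, passing the limit was not always enough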;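 note: agonist challenge used bursicon conditioned medium at about half maximal strength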
Cneo AK release: Cryptococcus neoformans lysis via adenylate kinase release; lysis activity, % at 15 µM; C. neoformans lysis, adenylate kinase release luminescence, 4 h; normalised: neutral wells 0, clomiphene wells 100; AID 651654; actives 0.2% (n = 360,000);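 active = mean lysis activity across replicates of at least 80%, whatever share of replicates individually reach that level; inactive = mean lysis activity below 80%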
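Assay system: log-phase C. neoformans yeast / Quantity: yeast cell density of 5 × 10^6 cells/mL / Medium: fresh YPD growth medium / Compound: single dose / Timing: static 4 h at 37 °C with compound, 1 h detection / Measured by: adenylate kinase release luminescence / Read-out: lysis from increased AK signal / Benchmarks: Clomiphene as positive lysis control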
Casp6 inh: caspase-6 (human) enzyme inhibition | P55212 | purified caspase-6, Z-VEID-R110 cleavage fluorescence | inhibition, % at 12.5 µM | actives 0.53% (n = 350,000) | AID 686996;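 active = mean inhibition across replicates at least about 35%, with every replicate also reaching that limit, limit read from the data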;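 note: 0% = median of neutral control wells and 100% = no fluorescence left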
Target sequence (P55212 24-179 limits assumed): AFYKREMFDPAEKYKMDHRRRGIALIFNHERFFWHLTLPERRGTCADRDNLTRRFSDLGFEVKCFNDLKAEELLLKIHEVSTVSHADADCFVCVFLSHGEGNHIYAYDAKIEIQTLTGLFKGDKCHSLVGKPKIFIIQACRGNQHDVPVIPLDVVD
Target sequence (P55212 194-293 limits assumed): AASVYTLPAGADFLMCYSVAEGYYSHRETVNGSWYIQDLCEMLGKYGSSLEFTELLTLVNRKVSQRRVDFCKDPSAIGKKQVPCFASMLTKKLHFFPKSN
miR122 inh: miR-122 inhibition in Huh7 cells; Huh7 miR-122 Renilla luciferase sensor, 48 h; neutral wells = 0, positive control = 100; actives 0.3% (n = 340,000); activation (reporter increase), % at 12.5 µM;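 active = mean replicate activation score at least 90 and every replicate individually at or above 90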;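 note: higher luciferase means less miR-122 activity so hits act as miR-122 inhibitors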
FN deposit inh: fibronectin deposition inhibition; inhibition, % at 12.6 µM; actives 0.086% (n = 350,000); AH1F fibroblasts, Alexa488-fibronectin deposition fluorescence, overnight;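 active = mean inhibition across replicates of 30% or more, regardless of how many single replicates reach that level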;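 note: positive control wells lacked labelled fibronectin entirely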
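Material – AH1F fibroblast monolayer, labelled fibronectin deposition · Reagent – labelled fibronectin 24 nM · Timing – 1 h adhesion, overnight exposure · Measured by – fluorescence at 485 nm excitation, 525 nm emission · Read-out – inhibition of fibronectin deposition signal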
PAX8 reporter: PAX8 transcriptional activity inhibition. RMG-I TPO-luciferase reporter, SteadyGlo, 24 h. actives 1.2% (n = 360,000). inhibition, % at 12.6 µM;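 active = mean replicate inhibition at least 60% with every replicate also reaching 60%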;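 note: luciferase light reporting Pax8 driven TPO promoter activity; plate controls were median of neutral control wells for no effect and mitoxantrone controls for full effect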
PGC1a acetyl inh: modulators of PGC1a acetylation; U2OS PGC1a acetylation, AlphaScreen anti-acetyl-lysine; with virally co-expressed GCN5 acetyltransferase; actives 0.17% (n = 350,000); AID 651687; inhibition, % at 15.6 µM;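 active = every replicate shows inhibition of at least 40%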;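 note: 0% = neutral control wells and 100% = positive control wells; some results beyond the cut were filed as inactive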
EWS-Fli inh: inhibitors of EWS/Fli oncoprotein transcriptional activity; actives 0.67% (n = 350,000); inhibition, % at 12.6 µM; A673 NR0B1-luciferase reporter, viability-normalised;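 active = mean inhibition of at least 50% after viability correction, with every replicate also passing that limit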;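 note: firefly luciferase signal divided by Alamar Blue viability fluorescence both relative to DMSO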
Starred values were filed as active, the others as inactive; . = no result given; [ ] = another dose, or the depositor's remark.

SMILES	LGR2 inh	Cneo AK release	Casp6 inh	miR122 inh	FN deposit inh	PAX8 reporter	PGC1a acetyl inh	EWS-Fli inh
Cc1ccccc1OCC(=O)N1CCCc2ccccc21	-12.3	.	-0.2	.	7.1	-29.0	.	-20.5
O=C(C[C@H]1CC[C@@H]2[C@H](COC[C@H](O)CN2C(=O)C2CC2)O1)NCc1ccncc1	14.7	-5.8	0.6	-2.4[16.7 µM]	-10.2	0.0	0.0	1.4
C[C@@H]1CN([C@H](C)CO)C(=O)c2cccc(NC(=O)NC3CCCCC3)c2O[C@H]1CN(C)Cc1ccc(C(=O)O)cc1	11.9	-2.1	-1.8	3.9[16.7 µM]	.	-7.0	-3.7	.
COC(=O)C1=C(C)N(Cc2ccccc2)C(=O)N[C@H]1c1ccco1	-10.6	-0.8	-2.2	.	16.2	22.1	.	-0.4
Cc1ccc(-c2nc3ccc(Br)cn3c2Cc2ccccc2)cc1	-80.8	-0.7	15.7	0.6	.	-156.1	-6.2	-66.1
C=CCNC(=O)COC(=O)CNC(=O)c1cc(Cl)cc([N+](=O)[O-])c1	4.9	.	1.1	-0.6	-3.3	14.0	-8.4	11.5
CCOC(=O)C1=C(COC(=O)CCOc2ccc(OC)cc2)NC(=O)NC1C (centres undefined)	2.0	3.2	1.7	.	6.6	-10.6	-8.4	-5.4
COc1ccccc1NC(=O)Nc1nc(CC(=O)NCc2ccccn2)cs1	5.8	-3.1	0.0	.	0.2	-2.8	.	1.7
Cc1ccccc1S(=O)(=O)Nc1ncc(C(F)(F)F)cc1Cl	-0.8	.	2.3	.	-14.1	16.6	3.5	-2.5
CC1(NC(=S)Nc2ccc3ccccc3c2)CCS(=O)(=O)C1 (centres undefined)	-52.2	-1.2	2.7	-1.6	0.9	1.3	-1.1	11.3
COCCN(C(=O)CSc1nnc(C)n1-c1ccccc1)c1c(N)n(Cc2ccccc2)c(=O)[nH]c1=O	0.1	-0.6	.	-1.5	3.5	3.0	-6.5	.
O=c1c2cc(NC(=S)NCCN3CCCCCC3)ccc2nc2n1CCCCC2	-12.1	-2.9	-38.8	.	-10.7	-6.2	-10.1	-4.7
CCC(=O)N1[C@H](CO)[C@@H](c2ccc(-c3ccccc3C)cc2)C12CN(C(C)=O)C2	-1.4	.	2.2	.	9.5	.	-2.3	2.3
CO[C@H](CN(C)S(=O)(=O)c1ccc(Cl)cc1)[C@H](C)CN(Cc1ccccc1Cl)[C@H](C)CO	26.8	-5.2	-1.9	.	1.8	.	-40.3	7.1
CCC(=O)Nc1ccc2c(c1)ncn2CCc1ccccc1	12.5	-3.0	0.3	-3.0	-1.2	-24.1	.	-8.2
N#Cc1ccccc1NC(=O)CNc1ccccc1N1CCCCC1	.	1.3	.	4.8	5.4	20.4	-9.1	.
COC(=O)c1ccccc1NC(=O)CSc1nc2ccsc2c(=O)n1Cc1ccc(C(=O)O)cc1	-17.4	3.0	0.6	-2.5	4.3	-1.0	-0.6	8.4
COc1ccccc1NS(=O)(=O)c1ccc2oc(SCC(=O)N3CCNC3=O)nc2c1	-5.4	0.1	0.4	-2.9	8.1	31.0	-5.1	-24.7
Cc1c(C)c2ccc(OC(C)C(=O)NCCCN3CCOCC3)c(C)c2oc1=O (centres undefined)	-0.2	-0.9	-2.2	-13.7	-0.2	-0.8	4.5	.
CCOc1ccccc1N1CCN(C(=O)c2cc[n+]([O-])cc2)CC1	.	-6.3	.	4.7	-0.9	-0.2	-7.7	.
C[C@H]1CN([C@@H](C)CO)C(=O)c2cc(C#CC(C)(C)O)cnc2O[C@@H]1CN(C)C(=O)C1CC1	-9.5	-7.2	1.6	6.0[16.7 µM]	.	.	-4.3	-10.5
C[C@@H]1CCCCO[C@H](CN(C)C(=O)Nc2ccc3c(c2)OCO3)[C@H](C)CN([C@@H](C)CO)C(=O)c2cc(NS(C)(=O)=O)ccc2O1	-4.0	0.1	-0.8	-9.2[16.7 µM]	.	.	-2.4	-4.6
CN(c1ccc(F)cc1)S(=O)(=O)c1ccc(Cl)c(C(=O)OCC(=O)NC2CC2)c1	3.0	3.0	-1.3	-11.1	1.9	-6.5	2.1	-2.7
COc1cccc(O)c1CN1CCC(C(=O)Nc2ccc(-c3cccc(C)c3)cc2)CC1	4.8	-1.3	-2.3	-9.4	-1.4	31.9	4.4	57.8*
Cn1c(CC(=O)Nc2ccc(Cl)cc2)nnc1SCC(=O)N1CCOCC1	2.4	8.3	-0.5	.	1.3	6.5	.	.
C[C@H](O)C#Cc1ccc2c(c1)O[C@H](CN(C)C(=O)c1ccncc1)[C@@H](C)CN([C@@H](C)CO)S2(=O)=O	-7.5	-4.0	2.1	-3.2[16.7 µM]	-17.5	-7.7	-4.1	-13.1
Cc1cc(=O)[nH]c(N/N=C/c2ccc(Cl)cc2Cl)n1	-21.6	-0.3	-0.3	-1.3	-14.6	-26.7	5.5	-32.2
CCOC(=O)[C@@H]1CSCCS(=O)(=O)N1C(=O)[C@H](CC(C)C)NC(=O)OC(C)(C)C	9.8	.	-1.5	.	-1.9	4.8	.	4.6
Cc1cc(N2C(=O)C(O)=C(C(=O)c3cccs3)C2c2cccc(Br)c2)no1 (centres undefined)	-15.6	1.9	-0.3	0.0	9.3	10.3	.	8.3
O=C(C[C@@H]1C[C@@H]2c3cc(NC(=O)c4ccc5c(c4)OCO5)ccc3O[C@@H]2[C@H](CO)O1)NCC1CC1	-7.5	17.2	0.6	4.1[16.7 µM]	11.6	-15.9	-10.7	9.6
O=C(CSc1nc2ccccc2c(=O)n1-c1ccccc1)N1CCC1	23.5	.	-1.0	.	13.9	5.5	.	7.5
CC1(C)CC(=O)C(C(=S)Nc2ccccc2)=C(NCCN2CCOCC2)C1	.	2.9	.	6.5	2.9	.	2.8	.
Cc1ccc(CNC(=O)COC(=O)[C@@H]2CC(O)CN2S(=O)(=O)c2ccc3c(c2)OCCO3)cc1 (some centres undefined)	7.3	.	-2.8	.	3.7	-12.8	.	-10.1
COc1ccc(OC)c(-c2nn(-c3ccccc3)cc2C(=O)NCC(c2ccco2)N2CCCC2)c1 (centres undefined)	10.8	-1.0	-1.3	-3.9	-5.5	-1.3	-18.4	6.7
CC(C)(C)c1ccc(/C=C/C(=O)N2CCCCC2)cc1	-95.7	-6.7	1.0	.	0.8	-171.1	.	-26.8
OCc1nc2ccccc2n1CCc1ccccc1	6.8	-1.9	-0.4	-4.2	-11.0	-6.5	.	-2.0
Cc1c(C(=O)Nc2ccccn2)oc2ccccc12	-84.2	-2.1	1.7	94.9*	.	.	-11.0	-43.0
COc1ccc(NC(=O)c2nnn(Cc3ccc(SC)cc3)c2N)c(OC)c1	3.6	-2.1	0.1	-0.9	3.5	-22.4	2.4	-6.5
COc1cccc(/C=C/C(=O)NNC(=O)CCN2CCN(Cc3ccccc3)CC2)c1	6.5	6.0	-4.1	-14.2	0.1	6.0	-19.1	8.7
COc1ccccc1NC(=O)N1CC(=O)N2[C@H](C1)[C@@H](c1ccc(C#Cc3ccccc3)cc1)[C@@H]2CO	4.6	.	-0.1	.	.	24.9	-16.5	-6.4
CCOC(=O)N1CCN(Cc2ccc(OCC(O)CN3CCCCC3)cc2)CC1 (centres undefined)	10.5	2.1	-26.3	-2.5	0.4	0.6	3.3	5.4
Cc1cccc(-c2cc(N)n(-c3ccccc3)n2)c1	-56.4	-16.3	-0.6	-0.5	-3.2	-14.1	7.5	-71.8
CCCn1c(SC(C)C(=O)NCC2CCCO2)nc2sc3c(c2c1=O)CCC3 (centres undefined)	-1.2	.	6.9	.	7.4	12.6	.	-0.7
Cc1ccc(C(=O)OCC(=O)Nc2ccc3[nH]c(=O)[nH]c3c2)cc1[N+](=O)[O-]	-2.4	-2.6	0.9	-4.1	4.8	-13.5	-12.9	3.4
Cc1cc(N2CCCC2)nc2ccc(NC(=S)NC(C)C)cc12	-8.0	.	-14.3	-4.3	-0.6	-9.3	6.1	-0.2
Cn1cnc(S(=O)(=O)N[C@@H]2CC[C@H](CC(=O)Nc3ccccc3)O[C@H]2CO)c1	5.4	-3.1	1.8	.	-8.0	.	6.2	-2.3
Nc1ccc(C(=O)Nc2ccc3c(O)cc(S(=O)(=O)O)cc3c2)cc1	0.5	-2.6	83.6*	-5.3	9.4	2.2	-6.5	4.8
CN(Cc1ccccc1)C(=O)COc1cccnc1[N+](=O)[O-]	3.4	-0.7	1.1	-1.4	-1.7	-7.3	3.2	1.3
Cc1cc(=O)[nH]c(SCc2ccc(Cl)cc2)n1	.	.	1.1	.	0.6	8.0	.	12.8
CCOc1ccc(-c2cccc(NS(=O)(=O)c3cccc([N+](=O)[O-])c3)c2)nn1	-2.8	-1.8	5.1	53.6	-3.7	3.1	-4.4	-0.7
CCOC(=O)C1CCCN(c2c(N3CCN(c4cccc(Cl)c4)CC3)c(=O)c2=O)C1 (centres undefined)	8.6	-3.3	1.9	2.6	-2.0	-6.8	-3.1	-5.2
COc1ccc(OCC(=O)NNC(=S)NC(=O)c2ccc([N+](=O)[O-])cc2)cc1	-2.4	-2.1	1.2	-1.0	2.7	4.5	-29.2	6.2
C[C@H](CO)N1C[C@H](C)[C@@H](CN(C)Cc2ccc(C(=O)O)cc2)OCc2ccccc2-c2c(n(C)c3ccccc23)C1=O	3.6	-0.6	1.1	.	5.3	.	3.4	-4.4
CCOC(=O)c1cnc2cc(-c3ccc(C(C)(C)C)cc3)nn2c1N	-64.8	-4.8	.	-3.5	.	.	3.5	.
Cc1ccc(C2Nc3ccccc3C(=O)N2CCCN2CCOCC2)cc1 (centres undefined)	-1.3	.	0.3	-5.2	-1.5	17.5	1.3	-2.0
O=C(NCC(=O)N1CC(O)CC1C(=O)N1CC(O)CC1C(=O)OCc1ccccc1)OCc1ccccc1 (centres undefined)	-0.2	.	-1.7	.	6.4	11.0	-6.5	-9.3
O=C(COC(=O)/C=C/c1ccccc1[N+](=O)[O-])NCC(F)(F)F	-3.2	-0.2	2.2	.	6.0	24.0	4.9	11.9
COc1ccc(CNC(=O)C2CSCCS2)cc1 (centres undefined)	.	-1.1	.	-3.3	-10.8	-14.6	-0.6	.
CC(=O)Nc1ccc(NC(=O)CN(c2cc(Cl)ccc2Cl)S(C)(=O)=O)cc1	-5.0	.	-1.1	.	3.1	7.2	-116.6	-14.8
CC(C)NC(=O)N1[C@@H]2CN(C(=O)C3CCCCC3)c3ccccc3[C@@H]2[C@@H]1CO	5.7	-3.8	.	20.0[16.7 µM]	-0.2	-28.1	0.2	1.3

Single records, from the list above. Order of screens: LGR2 inh	Cneo AK release	Casp6 inh	miR122 inh	FN deposit inh	PAX8 reporter	PGC1a acetyl inh	EWS-Fli inh
Shown for Cc1cccc(-c2cc(N)n(-c3ccccc3)n2)c1 → -56.4	-16.3	-0.6	-0.5	-3.2	-14.1	7.5	-71.8
Shown for C[C@@H]1CN([C@H](C)CO)C(=O)c2cccc(NC(=O)NC3CCCCC3)c2O[C@H]1CN(C)Cc1ccc(C(=O)O)cc1 → 11.9	-2.1	-1.8	3.9[16.7 µM]	.	-7.0	-3.7	.
Shown for COCCN(C(=O)CSc1nnc(C)n1-c1ccccc1)c1c(N)n(Cc2ccccc2)c(=O)[nH]c1=O → 0.1	-0.6	.	-1.5	3.5	3.0	-6.5	.
Shown for CCOC(=O)N1CCN(Cc2ccc(OCC(O)CN3CCCCC3)cc2)CC1 (centres undefined) → 10.5	2.1	-26.3	-2.5	0.4	0.6	3.3	5.4
